Assay outcomes from PubChem BioAssay.
AID inh: blocks human AID cytidine deaminase activity | Q9GZX7 | AID deamination FRET fluorescence, UDG-coupled, 4 h | Potency, µM (top dose mostly 115 µM), inactives show top-dose activity change, negative = inhibition, hits mostly inhibitors | 91,000 compounds, 0.32% hits | AID 1347428; further: nearly all actives have a fitted effect of over 25% in size
Target sequence (Q9GZX7 whole entry, looked up): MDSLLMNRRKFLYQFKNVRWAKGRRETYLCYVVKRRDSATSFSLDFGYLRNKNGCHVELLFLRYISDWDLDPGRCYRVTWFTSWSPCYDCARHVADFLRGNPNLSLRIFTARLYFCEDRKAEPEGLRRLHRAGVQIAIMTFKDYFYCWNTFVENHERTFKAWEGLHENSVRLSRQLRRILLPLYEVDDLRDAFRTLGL
UDG counterscr: counter-screen for AID inhibitors: uracil-DNA glycosylase inhibition; Potency, µM (highest dose often 115 µM), without a hit: top-dose activity change, negative = inhibition, most hits filed as inhibitors; FRET deamination/UDG coupled assay, UDG read, 4 h; AID 1347430; 91,000 compounds, 0.14% hits; further: nearly all actives have a fitted effect of over 65% in size
The depositor's hits bear a star; ? = inconclusive; [ ] = remark or other dose. The call rests on the fitted dose curve; in most records, active means well fitted curve in the direction sought with a large enough effect; inconclusive means small, poorly fitted or top-dose-only effect, or another doubt; inactive means no such curve, though single readings can be large; an effect the other way counts as inactive or inconclusive. On the % scale 0 is the no-effect control and ±100 the full control effect; potency means the concentration at half of the fitted maximal effect.

SMILES	AID inh	UDG counterscr
CC(=O)c1cc(-c2ccc(F)cc2)n(CCC(=O)NCc2ccccc2C)c1C	-4%	9%
CCN(C(=O)Cn1c(Cl)nc2c1c(=O)n(C)c(=O)n2C)C1CCCCC1	1%	2%
COC(=O)c1cc(C(=O)c2cc(F)ccc2O)cc(C(=O)OC)c1O	-7%	-6%
Cc1nc2c(C(=O)NCCc3ccc(Cl)cc3)c[nH]n2c(=O)c1Cc1ccc(Cl)cc1	-7%	-7%
O=[n+]1cc(-c2cccc(C(F)(F)F)c2)n([O-])c2c1CCCC2	-5%	2%
COc1ccc(OC)c(CNC(=O)Cc2ccc(NC(=O)N3CCSc4ncccc43)cc2)c1	?	33%[activator]
Cc1ccc2nc(NCC(=O)O)nc(-c3ccccc3)c2c1	1%	-4%
CCOC(=O)c1ccc2ncc(C(=O)OCC)c(NCCCOC(=O)c3ccccc3)c2c1	-3%	4%
COc1ccc(NC(=O)c2c(-c3ccc(C)cc3)nnc3ccccc23)c(OC)c1	-10%	-3%
Cc1ccc2[nH]c(=O)c3cc(C(=O)NCCc4ccc(Cl)cc4)sc3c2c1	3%	-6%
O=C(Nc1ccc(NC(=O)C2CCN(c3nc4ccccc4o3)CC2)cc1)C1CC1	2%	11%
COc1ccc(SCc2cc(=O)c3cc(Cl)ccc3[nH]2)cc1	-21%	?
Cc1ccc(NC(=O)/C=C/c2cccs2)cc1C	-9%	2%
COc1cccc(-n2ccn(CC(=O)NCc3ccc(C)cc3)c(=O)c2=O)c1	-3%	6%[57.5 µM]
COc1ccc(Cl)cc1-n1nnc(-c2nc(-c3ccccc3)no2)c1C	6%	-11%
Cc1cccc(OCC(=O)Nc2c(C(=O)N3CCN(c4ccccc4)CC3)oc3ccccc23)c1	-10%	8%
O=C(Nc1ccccc1C(F)(F)F)N1CC=C(c2c[nH]c3ccccc23)CC1	-3%	45%[activator]
COc1cccc(NC(=O)CN(CCc2ccccc2)S(=O)(=O)c2ccc(Cl)cc2)c1	-25%	?
CCOC(=O)c1[nH]c(C=O)c(C(C)=O)c1C	-5%	-6%
Cc1cccc(Cc2cnc(NC(=O)c3ccc4c(c3)CC(c3ccccc3)OC4=O)s2)c1 (stereo not given)	5%	7%
Oc1ccc(NCc2ccccc2OCc2ccccc2Cl)cc1	32µM*	-18%
CC(C)[C@H](NC(=O)Cc1ccccc1)C(=O)O	3%	-1%
O=C(CCC1CCCCC1)NC(N1CCCCC1)(C(F)(F)F)C(F)(F)F	4%	3%
CCOc1ccccc1C(=O)Oc1c(S(=O)(=O)c2ccc(C)cc2)c(C)nn1-c1ccccc1	?	-1%
COc1ccc(Cn2c(CNS(=O)(=O)c3ccc4c(c3)CCCC4)nc3cccnc32)cc1	21%	10%

Six entries from above, as a markdown table:
| canonical_smiles | AID inh | UDG counterscr |
| --- | --- | --- |
| COc1ccc(NC(=O)c2c(-c3ccc(C)cc3)nnc3ccccc23)c(OC)c1 | -10% | -3% |
| Cc1ccc2[nH]c(=O)c3cc(C(=O)NCCc4ccc(Cl)cc4)sc3c2c1 | 3% | -6% |
| O=C(Nc1ccc(NC(=O)C2CCN(c3nc4ccccc4o3)CC2)cc1)C1CC1 | 2% | 11% |
| COc1ccc(SCc2cc(=O)c3cc(Cl)ccc3[nH]2)cc1 | -21% | ? |
| Cc1ccc(NC(=O)/C=C/c2cccs2)cc1C | -9% | 2% |
| COc1cccc(-n2ccn(CC(=O)NCc3ccc(C)cc3)c(=O)c2=O)c1 | -3% | 6%[57.5 µM] |

Next section
SMILES	AID inh	UDG counterscr
O=C(CN1CCC2(CC1)OCCO2)Nc1ccc(F)cc1	1%	7%
Fc1ccc(CNC(=S)Nc2ccc3ccccc3c2)cc1	-3%	5%
O=C(CC1C(=O)N(c2ccc(F)cc2)C(=O)N1Cc1cccnc1)Nc1ccc(F)cc1 (stereo not given)	4%	5%[57.5 µM]
CCCn1c(=O)n(CC(=O)NCc2nnc3n2CCCCC3)c2ccccc21	3%	-2%
CC(=O)c1cc(CC(=O)O)cs1	-2%	-5%
CCOc1ccccc1NC(=O)C1=C(C)Nc2ncnn2C1c1ccc(NC(C)=O)cc1 (stereo not given)	-1%	-12%
O=C(NCCN1CCOCC1)C(=O)Nc1cccc(N2CCCS2(=O)=O)c1	-11%	-3%
O=C(Nc1ccc2c(c1)CCC2)c1cc(F)c(F)cc1Cl	1%	-1%
CC1CCCCN1CCNC(=O)c1nn(C)c2c1COc1ccccc1-2 (stereo not given)	2%	-8%
COc1ccc(NC(=O)Cn2c(SCc3c(F)cccc3Cl)nc3ccncc32)cc1OC	-5%	-10%
O=C(OCCCS(=O)(=O)c1ccccc1)c1ccc(I)cc1	-9%	2%
O=C(COC(=O)C1(c2ccc(F)cc2)CCCC1)c1ccc(Cl)cc1	22%	2%
C=CCn1c(SCC(=O)O)nc2c1c(=O)[nH]c(=O)n2C	3%	-3%
Fc1ccc2c(c1)-c1nc(-c3ccccc3)cc(-c3ccccc3)c1CO2	-26%	-5%
CCc1ccc(-n2c(=O)c3c4c(sc3n(CC(=O)N3CCC(C)CC3)c2=O)CCC4)cc1	?	-3%
CC(C)Oc1ccc(CNC(=O)C2CCCCN2S(=O)(=O)c2ccc(F)cc2)cc1 (stereo not given)	?	89µM*
COc1ccccc1CNC(=O)CN1C(=O)CCc2cc(S(=O)(=O)N3CCCCC3)ccc21	-2%	-5%
O=C(CN1C(=O)NC2(CCOc3ccccc32)C1=O)NCCc1c[nH]c2ccccc12 (stereo not given)	6%	0%
N#CCCN(CCC#N)C(=O)C1CCN(C(=O)c2cccs2)CC1	5%	1%
COc1cc(CCC(=O)O)cc2c1OCO2	-1%	0%
COc1ccc(C(=O)Nc2oc3c(C)cccc3c(=O)c2-c2ccc(OC)c(OC)c2)cc1OC	-3%	0%
Cc1cc(C)c(NC(=O)Cn2c(=O)n(-c3ccc(F)cc3)c(=O)c3c(C)c(C(=O)N(C)C)sc32)c(C)c1	0%	-7%
CCN(CC)C(=O)CCc1ccc(C(C)(C)C)cc1	-5%	-1%
Cc1cccc(-c2nnc(C3CCN(S(=O)(=O)c4cccc(Cl)c4)CC3)o2)c1	-19%	-5%
O=c1c2ccccc2n(Cc2cccc(F)c2)c(=O)n1Cc1ccccc1Cl	0%	0%

New compounds follow:
SMILES	AID inh	UDG counterscr
COCCn1ccc2nc3ncnn3c(-c3ccccc3)c2c1=O	-1%	0%
Cc1ccc(NC(=O)Nc2nnc(N(C)Cc3ccccc3)s2)c(C)c1	-14%	-10%
Cc1ccccc1-c1noc(-c2ccc(N3CCCCC3)c([N+](=O)[O-])c2)n1	16%	-20%
COc1ccc(OC)c(CCNc2ncnc3onc(C)c23)c1	5%	-5%
Cc1ccc(CSc2nncn3c2cc2sccc23)cc1	-11%	0%
CC(C)C(C)NC(=O)CCc1ccc(C#N)cc1 (stereo not given)	8%	1%
CC1=C(c2ccc(C(C)C)cc2)S(=O)(=O)N=C1N1CCN(c2ccccc2F)CC1	1%	1%[57.5 µM]
Cc1cc(NC(=O)CC(C)C)cc(-c2nc3ncccc3o2)c1O	53%[activator]	9%
COc1ccc(C(=O)Nc2nnc(S(=O)(=O)N3CCCCCC3)s2)cc1OC	29%	-2%
COc1ccc(OCC(=O)NCC(c2ccc(Cl)cc2)N2CCCCC2)cc1 (stereo not given)	?	-6%
N#Cc1ccc(COc2ccccc2C#N)cc1	-7%	5%
O=C1CN(C(=O)Cn2c(-c3ccccc3)cc3ccccc32)CCN1	1%	-9%
Cc1cccc(CNS(=O)(=O)c2ccc(-c3coc(C)n3)cc2)c1	12%	-10%
COc1ccc(Cl)cc1NC(=O)CSc1nc(-c2ccco2)cc(C(F)(F)F)n1	?	-6%
CCc1ccc2nc(N(CCN(CC)CC)C(=O)c3ccco3)sc2c1	-8%	-18%[57.5 µM]
Cc1ccc(-c2cc(C34CC5CC(CC(C5)C3)C4)nc3sc4c(c23)CCC4)cc1	2%	-5%
CN(C)C(=O)c1ccc(Cl)cc1	0%	-5%
CCCCn1cc(S(=O)(=O)c2ccc(C)c(C)c2)c(=O)c2cc(F)c(N3CCN(C)CC3)cc21	-21%	15%
O=C(COc1ccc(Cl)cc1)NCCc1csc(-c2ccc(F)cc2)n1	5%	19%
Cc1ccc(CN(CC(=O)NC(C)(C#N)C2CC2)C(C)C)s1 (stereo not given)	-1%	-4%
Cc1noc(C)c1CCC(=O)N1CCN(S(=O)(=O)c2ccccc2F)CC1	7%	11%
Cc1cc(C)cc(NC(=O)CSc2nnc(CNC(=O)c3c(F)cccc3Cl)o2)c1	-7%	13%
O=S(=O)(NCC1(c2ccccc2)CC1)c1ccc(Cl)cc1	-1%	-13%
COC(=O)C(OC(=O)c1[nH]c(C)c(C(C)=O)c1C)c1ccccc1Cl (stereo not given)	-5%	2%
COc1cccc(NC(=O)C(C#N)C(=O)Cc2ccccc2C)c1 (stereo not given)	-5%	5%

Some of these compounds in order of molecular weight, smallest number first:
SMILES	AID inh	UDG counterscr
CC(C)C(C)NC(=O)CCc1ccc(C#N)cc1 (stereo not given)	8%	1%
Cc1ccc(CSc2nncn3c2cc2sccc23)cc1	-11%	0%
COc1ccc(C(=O)Nc2nnc(S(=O)(=O)N3CCCCCC3)s2)cc1OC	29%	-2%
CCCCn1cc(S(=O)(=O)c2ccc(C)c(C)c2)c(=O)c2cc(F)c(N3CCN(C)CC3)cc21	-21%	15%

Going on with the list.
SMILES	AID inh	UDG counterscr
CCOC(=O)c1ccc(NC(=O)c2nc(SCc3ccccc3F)ncc2Cl)cc1	-6%	0%
CC(C)C(N)c1ccccc1 (stereo not given)	-4%	6%
CC(=O)N1CCCc2ccc(NS(=O)(=O)c3ccc(C)c(C)c3)cc21	19%	2%
CCOC(=O)c1ccc(OCc2ccccc2C#N)cc1	-6%	-6%
Cc1nc(C#N)c(N2CCN(C(=O)CN3CCCCC3)CC2)o1	1%	4%
Cn1c(=O)c2c(ncn2CC(COCc2ccccc2F)OCc2ccccc2F)n(C)c1=O (stereo not given)	-20%	-7%
CC(NC(=O)c1cc2ccccc2oc1=O)c1ccccc1 (stereo not given)	4%	5%
O=C(NC1CC(=O)N(c2ccccc2)C1)c1ccc(S(=O)(=O)N2CCOCC2)cc1 (stereo not given)	-16%	-10%
Cc1ccc(NC(=O)CCCn2c(=O)c3cccn3c3ccccc32)c(Cl)c1	-29%	5%[57.5 µM]
COc1ccccc1CNC(=O)c1nn(-c2ccc(C)cc2)c(=O)c2c1c1ccccc1n2C	-8%	1%
COc1cccc(CNC(=O)c2c(C)nn(-c3cccc(C)c3)c2-n2cccc2)c1	?	39%[activator]
N#Cc1ccc(COC(=O)c2ccc(N3CCCS3(=O)=O)cc2)cc1	-5%	8%
CCCNC(=O)CN1CCN(Cc2ncc(-c3ccccc3)o2)CC1	1%	-4%
O=C(NCCc1ccccc1)c1ccc2c(c1)N(Cc1ccccc1F)C(=O)c1ccccc1S2=O (stereo not given)	-6%	-11%
CC(C)c1nnc(NC(=O)C2CCN(C(=O)c3ccc(F)cc3)CC2)s1	4%	-3%
CCOC(=O)c1sc2ccccc2c1S(=O)(=O)Nc1ccc(CC)cc1	-3%	-5%
COc1cc(-c2nc3c4c5c(sc4ncn3n2)CCCC5)ccc1OC(F)F	6%	4%
O=C(NCCCc1nc2ccccc2n1Cc1ccc(Cl)cc1)c1ccco1	-7%	-11%
O=C1CSc2ccc(C(=O)Nc3cccc(C(=O)NC4CC4)c3)cc2N1	-1%	1%
COc1ccc(-c2cc(Nc3cccc(Cl)c3)nc(C)n2)cc1	-11%	-18%
Cc1cccc(Cc2c(C)nc3nc(SCC(=O)NC4CCCCC4)nn3c2C)c1	?	-5%
Cc1ccc(N=Cc2c(Cl)cccc2Cl)c(C)c1	-7%	-3%
Cc1ccc(S(=O)(=O)N2CCC(C(=O)Nc3nnc(-c4ccc(Cl)cc4)o3)CC2)c(C)c1	-4%	5%
CC(NC(=O)CCc1ncc(-c2ccc(F)cc2)o1)c1ccc2c(c1)NC(=O)CO2 (stereo not given)	-5%	-4%
CC(C1CC1)N(C)C(=O)COc1ccc(C#N)cc1 (stereo not given)	2%	0%

Brought forward from above: three compounds, then new ones.
SMILES	AID inh	UDG counterscr
Cc1ccc(S(=O)(=O)N2CCC(C(=O)Nc3nnc(-c4ccc(Cl)cc4)o3)CC2)c(C)c1	-4%	5%
CC(NC(=O)CCc1ncc(-c2ccc(F)cc2)o1)c1ccc2c(c1)NC(=O)CO2 (stereo not given)	-5%	-4%
CC(C1CC1)N(C)C(=O)COc1ccc(C#N)cc1 (stereo not given)	2%	0%
C=CCN1CCCC(C(=O)OCC)C1 (stereo not given)	-4%	0%
CCNC(=O)NC(=O)C(C)N(C)Cc1ccc(F)cc1 (stereo not given)	0%	9%
COc1cccc(NC(=O)C2CCN(S(=O)(=O)c3c(C)noc3C)CC2)c1	-7%	-9%
Cc1ccc2nc(COc3ccc(F)cc3)[nH]c2c1	4%	-1%
COCCNC(=O)C(=O)NCC(c1cccnc1)N1CCN(c2ccccc2OC)CC1 (stereo not given)	78%[activator]	8%
Cc1ccc2c(c1)N(C(=O)CCC(=O)Nc1ccccc1Cl)CC(C)O2 (stereo not given)	-21%	1%
CC1(C)CC(=O)C2=C(C1)NC(=O)CC2c1ccc(Cl)cc1 (stereo not given)	-7%	-5%
CSc1ccc(/C=C(/C#N)C(=O)Nc2cccc(Cl)c2C)cc1	3%	-5%
c1ccc2c(NC34CC5CC(CC(C5)C3)C4)nc(N3CCCCC3)nc2c1	-27%	-3%
CCCNC(=O)CNC(=O)CCc1ncc(-c2ccc(C)cc2)o1	-2%	-10%
CCCn1c(SCc2nc(-c3ccc(OC)cc3OC)no2)nnc1-c1ccc(Cl)cc1	?	-26%
CCC1CCCCN1CC(=O)Nc1cc(C)c2c(=O)oc3ccccc3c2n1 (stereo not given)	19%	1%
Cc1ccc(-n2nc(C)c3c(C(=O)NCCc4ccc(S(N)(=O)=O)cc4)cc(C)nc32)cc1	7%	6%
CCCCOC(=O)C(C)Oc1ccc2c(=O)c(-c3ccccc3)coc2c1 (stereo not given)	0%	-1%

These rows are one share of the data, so the mix of outcomes need not match the whole.
